TRPC6 inh – inhibitors of mouse TRPC6 channel; Q61143; B-score at 10 µM; HEK293-TRPC6, membrane potential dye, ACh-evoked depolarization; active compounds read low; hit rate 1.1% among 310,000;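 active = B-score under library mean minus 3 SD, initial fluorescence not abnormally high, positive integrated signal ratio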;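 note: B-score derived from integrated fluorescence ratio over the kinetic read; more negative B-score means stronger inhibition of depolarization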
MrgX1 antagonist – antagonists of human MrgX1 receptor; Q96LB2; MRGX1-HEK293 calcium flux, Fluo-4, BAM8-22 antagonism; active compounds read low; B-score at 10 µM; hit rate 1.3% among 310,000; AID 588676;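 active = calcium-response B-score plate-corrected more than 3 library SD below zero, starting fluorescence within 5 deviations, no agonist response on first addition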;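 note: peak minus trough fluorescence over baseline after final BAM8-22 challenge near maximal dose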
Target sequence (Q96LB2 whole entry, looked up): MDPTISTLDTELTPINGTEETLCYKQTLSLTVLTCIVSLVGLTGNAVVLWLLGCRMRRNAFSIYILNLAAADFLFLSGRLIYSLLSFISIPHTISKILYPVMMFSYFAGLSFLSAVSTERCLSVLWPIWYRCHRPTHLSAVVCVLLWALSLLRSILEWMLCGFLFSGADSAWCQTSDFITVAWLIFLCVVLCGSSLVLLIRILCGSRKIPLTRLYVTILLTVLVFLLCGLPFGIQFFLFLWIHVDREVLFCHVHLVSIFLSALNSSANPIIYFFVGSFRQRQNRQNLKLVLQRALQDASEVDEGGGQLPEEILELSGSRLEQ
TRPC6 activator – activates the mouse TRPC6 cation channel; Q61143; HEK293-TRPC6 membrane potential dye fluorescence; active compounds read high; B-score at 10 µM; hit rate 0.13% among 310,000; AID 2550;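 active = B-score of the integrated fluorescence ratio above library mean plus 3 SD, and starting fluorescence ratio within library mean plus 5 SD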;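 note: higher score means more depolarization so channel activation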
KLF5 inhibitor – inhibitors of KLF5 expression. DLD-1 KLF5 promoter-luciferase reporter, luminescence. inhibition, % at 5 µM. hit rate 0.23% among 290,000. AID 1700;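 active = inhibition above a per-plate limit of that plate's mean compound inhibition plus 3 SD, cut at about 60% in these data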;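 note: 0% = DMSO wells and 100% = LY294002 at 200 µM; higher means less KLF5 promoter-driven luciferase light; inactives centre near -14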
aSyn 5UTR inh – 5' untranslated region of α-synuclein, MLPCN primary screen | alpha-synuclein 5'UTR reporter, inhibitor activity | inhibition, % (tested at 7.5 µM) | hit rate 0.82% among 300,000 | AID 1813; in the data active = inhibition above about 60%;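 note: H4 neuroglioblastoma cells stably carrying SNCA 5'UTR luciferase fusion; 0% = DMSO wells and 100% = positive control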
TRPC4 inh – TRPC4 (mouse) channel inhibition; Q9QUQ5; HEK293 TRPC4beta/mu-opioid, DAMGO-evoked Fluo4 calcium flux; active compounds read low; B-score at 10 µM; hit rate 0.39% among 300,000;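 active = B-score over 3 SD under the library average, no early fluorescence shift, positive overall ratio signal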
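material = TRPC4beta/mu-opioid receptor HEK293 cell line | probe or stimulus = sequential submaximal and maximal DAMGO stimulation | compound dosing = one concentration per compound | measured by = Fluo4 Ca2+ flux fluorescence | evaluation = integrated fluorescence ratio relative to baseline, converted to per-well B score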
IEC-6 cytotox – IEC-6 cytotoxicity, counter-screen for KLF5 inhibitors; inhibition, % at 5 µM; hit rate 0.78% among 290,000; AID 1825; luminescence viability; in the data active = inhibition above about 22%;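 note: 0% = plate median of test compound wells and 100% = cytotoxic reference compound wells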
TRPC4 PAM – allosterically enhances the mouse TRPC4 cation channel | B-score at 10 µM | hit rate 0.42% among 310,000 | Q9QUQ5 | HEK293 TRPC4beta/mu-opioid, DAMGO EC20, Fluo-4 Ca2+ flux; active compounds read high;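 active = B-score of calcium response area above 5 SD of library B-scores, with initial fluorescence ratio within 5 SD of library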;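 note: B-score of integrated fluorescence ratio over time as area under calcium response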
SKKanGAS inh – blocks kanamycin growth of S. pyogenes SKKanGAS strain. inhibition, % at 7.5 µM. AID 1662. hit rate 1.3% among 300,000. BacTiter-Glo, 6 h;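 active = mean replicate score, as percent of positive control median, at least 50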;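 note: strain carries kanamycin resistance gene driven by streptokinase promoter and grows in 40 µg/ml kanamycin; loss of luminescence reflects streptokinase promoter inhibition or plain growth inhibition; 0% = median of DMSO wells and 100% = positive control at its reference dose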
HIF act – HIF pathway transcriptional activation; U2OS HRE-luciferase reporter, luminescence; normalized: DMSO 0%, desferrioxamine 100%; activation, % at 7.5 µM (by protocol); hit rate 0.32% among 300,000; AID 1910;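 active = mean activation of at least 10% of the iron chelator positive control signal, with at least half of replicates also reaching 10%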
TRPC4 agonist – opens the mouse TRPC4 cation channel | AID 2237 | HEK293 TRPC4beta/mu-opioid, Fluo4 calcium fluorescence; active compounds read high | Q9QUQ5 | B-score at 10 µM | hit rate 0.49% among 310,000;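 active = B-score above 5 SD of library B-scores, and initial fluorescence ratio not above library mean plus 5 SD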;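 note: positive B-score marks a calcium rise read as TRPC4 activation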
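Assay system: HEK293 cells stably co-expressing mouse TRPC4beta and mu-opioid receptor / Timing: Fluo4 dye loading 45 min at room temperature, 110 s recording / Signal: Fluo4 calcium-sensitive dye fluorescence, kinetic, 1 Hz baseline / Read-out: integrated baseline-normalised fluorescence ratio, converted to per-well B score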
Starred values were filed as active, the others as inactive; i = inactive; nt = no result given.

SMILES	TRPC6 inh	MrgX1 antagonist	TRPC6 activator	KLF5 inhibitor	aSyn 5UTR inh	TRPC4 inh	IEC-6 cytotox	TRPC4 PAM	SKKanGAS inh	HIF act	TRPC4 agonist
COC(=O)c1cc(NC(=O)c2cccnc2)ccc1N1CCOCC1	i	i	i	-19	4	i	-7	i	-2	0.0	i
COc1ccc(Cl)cc1C(=O)n1cnc2ccccc21	i	i	i	-31	20	i	-4	i	4	0.1	i
CCN(CC(=O)Nc1ccccc1C(F)(F)F)C(=O)CN1C(=O)NC(C)(c2ccccc2)C1=O (stereo unspecified)	i	i	i	nt	-2	i	nt	i	-10	-0.8	i
COc1ccc(CN2CCNC(=O)C2CC(=O)O)c(OC)c1 (stereo unspecified)	i	i	i	-18	9	i	-10	i	-6	-0.3	i
O=C(NCCSc1ccccc1)c1ccccc1	i	i	i	-183	-191	i	-6	i	0	1.2	i
CN(C(=O)COC(=O)c1ccccc1C(=O)N(C)c1ccccc1)c1ccccc1	i	i	i	-8	1	i	-2	i	9	1.2	i
COc1ccc(NC(=O)CN(C)C(=O)CCC(=O)c2ccc(C)cc2)cc1	i	i	i	nt	-6	i	nt	i	4	0.2	i
O=C(Nn1cnnc1)c1cc(Cl)ccc1Cl	i	i	i	8	2	i	1	i	-3	0.1	i
COC(=O)COc1ccc2cccc(-n3cnnn3)c2c1	i	i	i	-7	7	i	4	i	-7	0.4	i
Cc1cc(=O)oc2cc(OC(=O)c3nn(C(C)C)c(=O)c4ccccc34)ccc12	i	i	i	-5	-5	i	1	i	1	-0.1	i
O=C(CCOc1ccccc1)Nc1ccc(S(=O)(=O)N2CCCC2)cc1	i	i	i	1	-22	i	-6	i	-1	-0.3	i
COc1ccc(-n2c(=O)/c(=C\c3cccs3)s/c2=C(/C#N)C(=O)N2CCN(C)CC2)cc1	i	i	i	-17	-22	i	-2	i	-10	-0.3	i
CC(=O)c1ccc(N2CCN(C(=O)C(=O)c3c(C)[nH]c4ccccc34)CC2)cc1	i	i	i	-6	-14	i	-2	10*	3	0.4	i
Cc1coc(NC(=O)CSc2nc(-c3ccc(Cl)cc3)cc(C(F)(F)F)c2C#N)n1	i	i	i	0	-11	i	1	i	9	-1.5	i
CSc1c(CN2CCN(C)CC2)c2ccccc2n1C	i	i	i	nt	4	i	nt	i	-6	0.4	i
CC(C)c1nc(NCCO)c2nnn(Cc3ccccc3)c2n1	i	i	i	-17	13	i	-2	i	6	-0.2	i
COc1ccc(C(NC(=O)c2ccc(-c3ccccc3)cc2)c2ccccc2)cc1 (stereo unspecified)	i	i	i	20	20	i	-4	i	-8	-0.2	i
CCc1nc2sc3c(=O)[nH]cnc3c2c2c1CSC(C)(C)C2	i	i	i	18	21	i	-6	i	2	nt	i
COCC(=O)Nc1cc(Cl)ccc1C	i	i	i	-23	27	i	1	i	8	0.0	i
Cn1c(=O)oc2cc(S(=O)(=O)N3CCN(c4cccc(Cl)c4)CC3)ccc21	i	i	i	-18	-51	i	2	i	-8	0.1	i
COCCN(CCOC)c1nc(-c2ccc(Cl)cc2)nc2ccccc12	i	i	i	-27	11	i	6	i	9	-1.2	i
CN1CCN(S(=O)(=O)c2ccc(Nc3ccc(F)cc3)nc2)CC1	i	i	i	nt	11	i	nt	i	-6	1.7	i
O=C(NCc1ccc(F)cc1)c1c2c(nc3ccccc13)CCC2	i	i	i	-17	-71	i	-3	i	6	0.2	i
CC(C)n1c(-c2ccccc2)nc(=S)c2c1CCCC2	i	i	i	-21	10	i	1	i	-4	-0.4	i
COCCNC(=O)CN1C(=O)CC(C)(C)S(=O)(=O)c2ccccc21	i	i	i	-39	7	i	-12	i	1	-0.3	i

5 records picked at random from the list so far:
SMILES	TRPC6 inh	MrgX1 antagonist	TRPC6 activator	KLF5 inhibitor	aSyn 5UTR inh	TRPC4 inh	IEC-6 cytotox	TRPC4 PAM	SKKanGAS inh	HIF act	TRPC4 agonist
CN(C(=O)COC(=O)c1ccccc1C(=O)N(C)c1ccccc1)c1ccccc1	i	i	i	-8	1	i	-2	i	9	1.2	i
Cn1c(=O)oc2cc(S(=O)(=O)N3CCN(c4cccc(Cl)c4)CC3)ccc21	i	i	i	-18	-51	i	2	i	-8	0.1	i
CN1CCN(S(=O)(=O)c2ccc(Nc3ccc(F)cc3)nc2)CC1	i	i	i	nt	11	i	nt	i	-6	1.7	i
CCN(CC(=O)Nc1ccccc1C(F)(F)F)C(=O)CN1C(=O)NC(C)(c2ccccc2)C1=O (stereo unspecified)	i	i	i	nt	-2	i	nt	i	-10	-0.8	i
COc1ccc(NC(=O)CN(C)C(=O)CCC(=O)c2ccc(C)cc2)cc1	i	i	i	nt	-6	i	nt	i	4	0.2	i

Other entries.
SMILES	TRPC6 inh	MrgX1 antagonist	TRPC6 activator	KLF5 inhibitor	aSyn 5UTR inh	TRPC4 inh	IEC-6 cytotox	TRPC4 PAM	SKKanGAS inh	HIF act	TRPC4 agonist
Cc1cc(C)c2c(=O)[nH]c(SCC(=O)NCc3ccccc3)nc2n1	i	i	i	-27	5	i	-2	i	-3	-0.2	i
Cc1ccc(C(=O)Nc2cccc(C(=O)N/N=C/c3ccc(O)cc3)c2)cc1	i	i	i	-51	11	i	3	i	3	-1.6	i
CCOc1ccc(C(=O)CCc2nc3ccccc3s2)cc1	i	i	i	-22	-23	i	8	i	4	2.1	i
COc1cccc(C2c3[nH]c4ccccc4c3C[C@H]3C(=O)N(C4CCN(Cc5ccccc5)CC4)CC(=O)N23)c1 (stereo partly specified)	i	i	i	-11	-16	i	9	i	8	-0.2	i
CCOC(=O)CSc1ccc(C(=O)NCCN2CCOCC2)cc1[N+](=O)[O-]	i	i	i	0	-10	i	-1	i	-1	-19	i
O=C(NN1CCCCC1)c1ccccc1	i	i	i	-5	-5	i	1	i	-3	1.3	i
COC(=O)Cn1cc(/C=C/c2cc[n+](C)cc2)c2ccccc21	i	i	i	-31	-13	i	4	i	0	-0.4	i
CCOc1ccc(C(O)(CCC(C)C)C(CN2CCOCC2)c2ccccc2)cc1 (stereo unspecified)	i	i	i	-16	21	i	-3	i	0	0.5	i
COc1cc2c(cc1OC)C(c1ccccc1[N+](=O)[O-])N(C(C)=O)CC2 (stereo unspecified)	i	i	i	-4	7	i	-3	i	6	-0.3	i
O=C(Nc1cc(C(F)(F)F)cc(C(F)(F)F)c1)Nc1cnn(-c2ccc([N+](=O)[O-])cc2)c1C(F)(F)F	i	-7*	i	-36	25	i	-2	i	32	-0.1	i
CCN(C(=O)COC(=O)c1ccccc1NCCO)c1cccc2ccccc12	i	i	i	nt	9	i	nt	i	4	-0.6	i
CC1(c2cccc(Br)c2)NC(=O)N(CC(=O)Nc2ccc(F)cc2)C1=O (stereo unspecified)	i	i	i	-31	9	i	5	i	6	-0.2	i
CC(=O)Nc1cccc(-c2nc3ccccc3[nH]2)c1	i	i	i	-29	-18	i	4	i	1	1.2	i
O=C(/C=C/c1ccc(Cl)cc1Cl)Nc1cccc(S(=O)(=O)NC2=NCCCCC2)c1	i	i	i	-27	-67	i	-1	i	21	1.7	i
COc1ccc(C(=O)NC(=S)N(Cc2ccccc2)Cc2ccccc2)cc1	i	i	i	-11	47	i	-1	i	96*	1.2	i
COc1ccc(-n2nc3c(c2NC(=O)c2ccco2)CS(=O)(=O)C3)cc1	i	i	i	-12	-13	i	-2	i	0	-0.2	i
Cc1cc(C(=O)OCCO)c(C#N)c(N)n1	i	i	i	-6	0	i	-4	i	-2	-0.3	i
CC1CCCN(Cc2cnc(Cl)s2)C1 (stereo unspecified)	i	i	i	16	-8	i	-10	i	-2	-0.2	i
COc1ccccc1N(C)S(=O)(=O)c1ccc(C(=O)Nc2nc(C)cs2)cc1	i	i	i	-20	-2	i	-10	i	15	-0.8	i
COCCNc1nc2c(c(=O)n(Cc3cccc(Br)c3)c(=O)n2C)n1C	i	i	i	-22	25	i	-1	i	-4	0.1	i
Cn1c(=O)c2c(nc(SCc3ccccc3)n2Cc2ccc(Cl)cc2)n(C)c1=O	i	i	i	-3	22	i	0	i	80*	-0.3	i
O=[N+]([O-])c1ccc(NC(=S)NCCc2ccc(F)cc2)cc1	-5.3*	i	i	-30	-61	i	3	i	0	-0.3	i
CCn1c(-c2cc(-c3ccc(C)cc3)nc3ccccc23)n[nH]c1=S	i	i	i	-42	-7	i	3	i	-10	1.2	i
C(=N\Nc1nncc2ccccc12)/c1ccccn1	i	i	i	56	98*	i	3	i	2	2.1	i
CCCC(=O)N1CCCC(C(=O)c2cccc(OC(C)C)c2)C1 (stereo unspecified)	i	i	i	-68	-80	i	3	i	3	3.0	i
COc1ccc(C(=O)CSc2[nH]c(=O)cc(C(F)(F)F)c2C#N)cc1	i	i	i	2	-17	i	5	i	66*	0.3	i
C=CCNC(=O)c1onc(CSc2ccccc2F)c1C(=O)O	i	i	i	-52	-1	i	-12	i	10	-0.1	i
COc1cc2c(cc1OC)CN(C(=O)Cn1ccccc1=O)CC2	i	i	i	-31	15	i	1	i	-1	-0.3	i
CC1SCC(=O)N(CC(=O)Nc2ccc3c(c2)OCO3)C1=O (stereo unspecified)	i	i	i	-19	-26	i	-3	i	-1	0.1	i

One compound at a time (already shown). Order of values: TRPC6 inh | MrgX1 antagonist | TRPC6 activator | KLF5 inhibitor | aSyn 5UTR inh | TRPC4 inh | IEC-6 cytotox | TRPC4 PAM | SKKanGAS inh | HIF act | TRPC4 agonist
CC(=O)Nc1cccc(-c2nc3ccccc3[nH]2)c1 as listed: i | i | i | -29 | -18 | i | 4 | i | 1 | 1.2 | i
COCCNc1nc2c(c(=O)n(Cc3cccc(Br)c3)c(=O)n2C)n1C as listed: i | i | i | -22 | 25 | i | -1 | i | -4 | 0.1 | i
CCN(C(=O)COC(=O)c1ccccc1NCCO)c1cccc2ccccc12 as listed: i | i | i | nt | 9 | i | nt | i | 4 | -0.6 | i

Source: PubChem BioAssay
